TCR act: Activators of T cell receptors: qHTS campaign; primary human leukocytes, anti-CD3, IL-2 HTRF, 48 h; Potency, µM (doses to about 9.22 µM), for inactives: at the highest dose activation of IL-2 secretion, most hits filed as activators; 330,000 tested, under 10 active; AID 504894, 2011; also: % of control where 0% means no effect
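IL-2 release read by HTRF sandwich (Eu cryptate donor, d2 acceptor, 665 nm emission) after 48 hr exposure of primary human leukocytes to compound together with anti-CD3 beads in the absence of co-stimulatory signals.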
TSHR antagonist: Antagonists of the Thyroid Stimulating Hormone Receptor: HTS campaign. 330,000 tested, 0.2% active. TSHR-expressing cells, TSH-stimulated cAMP HTRF, 2 h; stronger effect = lower value. activity change, negative = inhibition, % at 11.5 µM. Thyrotropin receptor (Homo sapiens), P16473;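 active = activity change below a set negative limit, meaning inhibition stronger than a set level, cut at about -70% in these data; inconclusive = activity change between two set negative limits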; also: % is scaled to controls: 0 for no effect and ±100 for the full control effect
Target sequence (P16473 whole entry, looked up): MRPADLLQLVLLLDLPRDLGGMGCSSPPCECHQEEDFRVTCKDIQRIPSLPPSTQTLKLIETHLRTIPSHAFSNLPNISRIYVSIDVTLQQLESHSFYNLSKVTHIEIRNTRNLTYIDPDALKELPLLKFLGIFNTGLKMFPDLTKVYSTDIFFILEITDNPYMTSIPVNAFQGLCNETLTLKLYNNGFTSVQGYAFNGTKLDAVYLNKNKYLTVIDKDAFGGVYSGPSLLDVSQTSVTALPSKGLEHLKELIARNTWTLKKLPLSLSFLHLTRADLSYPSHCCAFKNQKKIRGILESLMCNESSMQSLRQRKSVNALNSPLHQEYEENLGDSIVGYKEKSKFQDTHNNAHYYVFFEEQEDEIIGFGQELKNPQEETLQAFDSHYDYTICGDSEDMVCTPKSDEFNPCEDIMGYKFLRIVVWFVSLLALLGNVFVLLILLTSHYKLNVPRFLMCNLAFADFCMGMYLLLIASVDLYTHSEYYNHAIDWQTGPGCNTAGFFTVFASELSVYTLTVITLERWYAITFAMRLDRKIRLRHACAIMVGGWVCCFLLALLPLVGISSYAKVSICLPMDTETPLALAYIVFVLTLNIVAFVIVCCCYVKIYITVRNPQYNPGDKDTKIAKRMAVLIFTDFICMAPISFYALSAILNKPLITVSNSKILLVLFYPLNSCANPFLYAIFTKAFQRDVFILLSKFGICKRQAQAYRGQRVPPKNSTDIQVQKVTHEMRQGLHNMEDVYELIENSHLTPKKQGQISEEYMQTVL
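Cell-based HTRF cAMP assay; TSHR cells + compound, TSH EC80 (4nM final), 2 h, 37 deg C. Lysis with anti-cAMP cryptate and cAMP-d2, 30 min RT, read 665/620 nm.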
Tb PFK inh: qHTS Assay to Find Inhibitors of T. brucei phosphofructokinase | ATP-dependent 6-phosphofructokinase (Trypanosoma brucei brucei), O15648 | T. brucei PFK, ADP-Glo luminescence | Potency, µM (highest dose often 57.5 µM), inactives show top-dose activity, negative = inhibition, hits mostly inhibitors | 330,000 tested, 0.17% active | AID 485367, 2010;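 also: potency is read from the fitted curve at half-maximal effect; 0% = uninhibited 1x PFK enzyme wells and -100% = no-enzyme wells; nearly all actives have a fitted effect of over 60% in size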
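Activity is normalized to no-enzyme wells (full inhibition) and 1.25 nM enzyme wells (no inhibition). Reaction: 0.5 mM F6P, 0.1 mM ATP, 45 min RT, ADP-Glo luminescence; concentration-response curves fitted and classed by quality.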
hERG WT inh: qHTS for Inhibitors of KCHN2 3.1: Wildtype qHTS; Voltage-gated inwardly rectifying potassium channel KCNH2 (Homo sapiens), Q12809; U2OS, BacMam KCNH2, thallium flux FluxOr; stronger effect = lower value; activity change, % at 1.84 µM; 340,000 tested, 0.37% active;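 active = maximum activity change below -70%; inconclusive = maximum activity change between -70% and -50%; inactive = maximum activity change above -50%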; also: % is scaled to controls: 0 for no effect and ±100 for the full control effect
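U2OS cells transduced with wild-type KCNH2 virus are loaded with FluxOr dye for 45 min, and thallium flux is measured in kinetic reads before and after stimulation buffer. Rate constants are normalized to DMSO controls.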
AT treatment: qHTS Assay for Identifying a Potential Treatment of Ataxia-Telangiectasia; […] A-T fibroblasts, KAP-1 phosphorylation AlphaLISA; neocarzinostatin DNA damage 30 min before lysis; Potency, µM (top dose mostly 57.5 µM), for the others: top-dose activation, most hits filed as activators; 320,000 tested, 0.19% active; also: potency is read from the fitted curve at half-maximal effect; % of control where 0% means no effect; nearly all actives have a fitted effect of over 45% in size
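ATM-like activity read as KAP-1 phosphorylation via AlphaLISA donor/acceptor antibody pairs after lysis and 6 hr at 25C. Cells were ATM-null patient fibroblasts ([…], hTERT), dosed 60 min, then exposed to the DSB inducer NCS for 30 min.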
Chronic BCR inh: qHTS Assay to Find Inhibitors of Chronic Active B-Cell Receptor Signaling. ABC-DLBCL IkBa-CBG/CBR reporter, luminescence ratio, 4 h. Potency, µM (series often up to 46.1 µM), for the others: at the top dose ratio change, negative = lower green/red ratio, usual class: inhibitors. 340,000 tested, 0.05% active. AID 493014, 2011; active = well fitted inhibition curve with a large enough effect in the signal ratio, with a control signal flat, not every such curve was filed as active; inconclusive = small, poorly fitted or top-dose-only effect, or effect the other way, or a change in a side signal; the % refers to the signal ratio;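 also: potency is read from the fitted curve at half-maximal effect; plate controls were basal doxycycline-induced cells for no effect and cells given 10 µM MG132 for full effect; MG132 reads +100%, hits lower the ratio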
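Doxycycline induced both beetle luciferases in TMD8 lymphoma cells; IKK-driven degradation limits the IkappaBalpha-fused green signal, while red luminescence normalises for cell number and nonspecific effects. Compounds tested up to 46 uM, 4 hrs.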
CXXC DNA block: qHTS Fluorescence Polarization Assay for Inhibitors of MLL CXXC domain - DNA interaction; Histone-lysine N-methyltransferase 2A (Homo sapiens), Q03164; MLL-CXXC / FITC-HOXA9 DNA fluorescence polarization; Potency, µM (series often up to 115 µM), for inactives: at the highest dose activity change, negative = inhibition, hits mostly inhibitors; 290,000 tested, 0.037% active; active = well fitted inhibition curve with a large enough effect in the polarisation, with a control signal flat, not every such curve was filed as active; inconclusive = small, poorly fitted or top-dose-only effect, or effect the other way, or a change in a side signal; inactive = no such curve, though single readings can be large or run the other way; the % refers to the polarisation; also: potency is read from the fitted curve at half-maximal effect
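Fluorescence polarization: 7 uM MLL-CXXC (stock) preincubated 5 min with compounds, then 50 nM fluorescein-HOX-A9 DNA (stock) added; 30 min ambient. Buffer 50 mM Tris-HCl pH 7.5, 50 mM NaCl, 1 mM DTT, 0.05% BSA.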
GALK inhibitor: qHTS Assay for Inhibitors of Human Galactokinase (GALK). Purified GALK, Kinase-Glo residual ATP luminescence. 270,000 tested, 0.007% active. AID 1868, 2009. Potency, µM (highest dose often 57.5 µM), for the others: top-dose activity change, negative = inhibition, hits mostly inhibitors; also: potency is read from the fitted curve at half-maximal effect; % is scaled to controls: 0 for no effect and ±100 for the full control effect
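Kinase-Glo Plus luminescence measured ATP left after a 1 h room-temperature reaction. The reaction used 5 nM GALK, 100 uM galactose and 35 uM ATP at pH 8.0 (20 mM HEPES, 5 mM MgCl2, 60 mM NaCl, 1 mM DTT, 0.01% BSA).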
Coupling enz: qHTS Assay for Inhibitors of Fructose-1,6-bisphosphate Aldolase from Giardia Lamblia: Coupling assay counterscreen; activity change, negative = inhibition, % at 58.2 µM, hits read low; coupling enzyme system counterscreen, AmpLite Red fluorescence; AID 2472, 2010; 290,000 tested, 0.67% active; in the data active = activity change below about -30%; also: % is scaled to controls: 0 for no effect and ±100 for the full control effect
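Compounds tested against the coupling enzymes alone at 57.5 uM final; readout was AmpLite Red fluorescence (525/598 nm) after 20 min at RT.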
Giardia kill: Small Molecules that selectively kill Giardia lamblia: qHTS; Giardia lamblia trophozoite viability; activity change, % at 7.66 µM, hits read low; 340,000 tested, 0.15% active; AID 540267, 2011; in the data active = activity change below about -80%; inconclusive = between about -30% and that limit;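 also: parasites exposed to compound for two days anaerobically before the ATP read; % is scaled to controls: 0 for no effect and ±100 for the full control effect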
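Trophozoite viability was measured as ATP-dependent luminescence, read 15-30 min after reagent addition. Before that, parasites at 100 cells/well were exposed to compounds for 48 h, anaerobically, at 37 deg C.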
Starred values were filed as active, the others as inactive; u = inconclusive; x = not tested or not shown; [ ] = remark or other dose. Unless noted, calls follow the shape of the dose curve; as a rule, active = well fitted curve in the direction sought with a large enough effect; inconclusive = small, poorly fitted or top-dose-only effect, or another doubt; inactive = no such curve, though single readings can be large; an effect the other way counts as inactive or inconclusive.

1: CCCCCSc1nnc2c(n1)OC(c1cccn1C)N(C(C)=O)c1ccccc1-2 (stereo not drawn)
2: O=S(=O)(c1ccccc1F)N1CCN(CCc2ccccc2)CC1
3: N#C/C(=C(/O)c1ccc([N+](=O)[O-])s1)c1nc2ccccc2[nH]1
4: Clc1ccc(-c2n[nH]c3c2CCC3)c(Cl)c1
5: O=C(Nc1ccc2c(c1)OCO2)c1cnn2c(C(F)(F)F)cc(-c3ccco3)nc12
6: CCOc1ccc(NC(=O)C(C)Sc2nccn2C)cc1 (stereo not drawn)
7: CCOC(=O)c1cc(C)n(Cc2ccccc2)c1C
8: COC(=O)N/N=C/c1cc(C)n(-c2ccccc2)c1C
9: COCCn1c(SCC(=O)NC(=O)Cc2ccccc2)nc2ccccc2c1=O
10: COc1ccc(Cc2n[nH]c(=S)n2N)cc1OC
assay / entry | 1 | 2 | 3 | 4 | 5 | 6 | 7 | 8 | 9 | 10
TCR act | 2% | -1% | 1% | -4% | 1% | -1% | 1% | 4% | 9% | x
TSHR antagonist | 2 | -10 | -26 | 14 | -2 | 9 | -12 | -7 | 4 | -3
Tb PFK inh | 4% | -1% | -4% | -2% | -4% | 1% | -4% | 4% | -3% | -15%
hERG WT inh | -10 | 10 | 8 | 2 | 5 | 0 | -7 | x | -12 | -1
AT treatment | -10% | -14% | -3% | -2% | 9% | 1% | 4% | -5% | -1% | -1%
Chronic BCR inh | u | 3% | u | 0% | 8% | 4% | -6% | u | 0% | 1%
CXXC DNA block | -14% | 2% | 2% | 3% | 7% | 5% | -1% | 2% | x | 1%
GALK inhibitor | 1% | x | -2% | -4% | 1% | -8% | 2% | 1% | x | 1%
Coupling enz | 3 | 2 | 1 | 4 | 6 | -1 | -2 | 0 | x | -7
Giardia kill | -8 | 5 | u | 8 | 3 | -1 | 2 | -6 | 24 | -13

11: CCSc1nnc(NC(=O)/C=C/c2ccc3c(c2)OCO3)s1
12: CC(OC(=O)c1cccs1)C(=O)NCc1ccccc1 (stereo not drawn)
13: C#CCn1cnc2c(oc3ccccc32)c1=O
14: Fc1cccc(CNc2ncnc3ccc(-c4ccccc4Cl)cc23)c1
15: C=C1SC(=Nc2c(C)cccc2Cl)N(C(=O)c2sc3ccccc3c2Cl)C12CCCCC2
16: CC(=O)NNC(=O)CCn1c2c(c3ccccc31)CCCC2
17: COc1cc(/C=C2/CC(C)OC2=O)c([N+](=O)[O-])cc1OC (stereo not drawn)
18: O=C(c1cccc(S(=O)(=O)N2CCOCC2)c1)N1CCN(Cc2ccc3c(c2)OCO3)CC1
19: CCOc1ccc(C(C(=O)NCC2CCCO2)N(Cc2ccccc2)C(=O)c2snc(C(N)=O)c2N)cc1 (stereo not drawn)
20: COc1cc(OC)cc(C(=O)NC(=S)NCc2ccco2)c1
assay / entry | 11 | 12 | 13 | 14 | 15 | 16 | 17 | 18 | 19 | 20
TCR act | 8%[46.1 µM] | 0% | -8% | x | 6% | 1% | 2% | x | 0% | 12%
TSHR antagonist | -4 | -7 | 7 | -20 | -4 | 1 | 12 | 6 | -6 | -13
Tb PFK inh | 0% | -4% | -3% | 1% | -1% | -2% | 0% | -1% | -5% | 2%
hERG WT inh | x | 3 | 7 | x | 3 | -4 | 11 | 3 | -6 | 5
AT treatment | 2% | 5% | -5% | -8% | 4% | -3% | 2% | 7% | 8% | -3%
Chronic BCR inh | -3% | 2% | -16% | -8% | 5% | 4% | 2% | 2% | -2% | -22%
CXXC DNA block | 2% | -3% | -11% | x | u | 1% | -7% | 2% | 7% | -3%
GALK inhibitor | 3% | -2% | 1% | x | 3% | 4% | -3% | 1% | 0% | 3%
Coupling enz | 5 | -1 | -2 | x | 4 | 0 | 0 | 2 | 1 | -1
Giardia kill | x | -28 | -6 | x | 9 | 7 | -30 | -24 | -4 | -5

Reformatted with each value named: entries from further up.
6	CCOc1ccc(NC(=O)C(C)Sc2nccn2C)cc1 (stereo not drawn)
  TCR act: -1%; TSHR antagonist: 9; Tb PFK inh: 1%; hERG WT inh: 0; AT treatment: 1%; Chronic BCR inh: 4%; CXXC DNA block: 5%; GALK inhibitor: -8%; Coupling enz: -1; Giardia kill: -1
7	CCOC(=O)c1cc(C)n(Cc2ccccc2)c1C
  TCR act: 1%; TSHR antagonist: -12; Tb PFK inh: -4%; hERG WT inh: -7; AT treatment: 4%; Chronic BCR inh: -6%; CXXC DNA block: -1%; GALK inhibitor: 2%; Coupling enz: -2; Giardia kill: 2
8	COC(=O)N/N=C/c1cc(C)n(-c2ccccc2)c1C
  TCR act: 4%; TSHR antagonist: -7; Tb PFK inh: 4%; hERG WT inh: x; AT treatment: -5%; Chronic BCR inh: u; CXXC DNA block: 2%; GALK inhibitor: 1%; Coupling enz: 0; Giardia kill: -6

(more compounds)
21: Cc1csc(NC(=O)c2ccccc2[N+](=O)[O-])n1
22: O=C(O/N=C\c1ccc(N2CCCCC2)c([N+](=O)[O-])c1)c1cccc(C(F)(F)F)c1
23: OC(CN1CCNCC1)Cn1ccc2ccccc21 (stereo not drawn)
24: O=C(NCCS(=O)(=O)N1CCC2(CC1)OCCO2)c1ccccc1
25: CSCCC(NC(=O)c1ccco1)C(=O)N1CC=C(c2ccccc2)CC1 (stereo not drawn)
26: Cc1cc(S(=O)(=O)NCC(c2ccccc2)c2ccccc2)ccc1-n1cnnn1
27: CC(=O)c1cccc(NC(=O)N2CCCC2C(=O)NCc2ccc(C)cc2)c1 (stereo not drawn)
28: COc1ccc(C2/C(=C(/O)c3ccc4c(c3)CC(C)O4)C(=O)C(=O)N2CCN2CCOCC2)cc1 (stereo not drawn)
29: COc1ccc(C(=O)CCC(=O)Nc2ccc(N3CCN(C)CC3)cc2)cc1OC
30: COc1ccc(CCN(C)CCC(=O)Nc2cccc(C)c2)cc1OC
assay / entry | 21 | 22 | 23 | 24 | 25 | 26 | 27 | 28 | 29 | 30
TCR act | -2% | -28% | x | 4% | -13% | 2% | 5% | 1% | 7% | -15%
TSHR antagonist | -10 | 10 | 25 | -2 | 15 | -13 | -2 | -14 | -6 | 7
Tb PFK inh | 3% | 1% | 1% | -4% | -1% | -7% | 0% | -5%[0.46 µM] | 9% | 0%
hERG WT inh | -7 | -10 | x | 11 | -6 | 3 | 3 | -11 | 9 | 32
AT treatment | 9% | -6% | 1% | 3% | -6% | 8% | 7% | -6% | 4% | -10%
Chronic BCR inh | -5% | 4% | 3% | 2% | -10% | u | u | -11% | 3% | u
CXXC DNA block | -2% | -7% | 4% | x | u | 8% | 3% | -3% | x | -1%
GALK inhibitor | 2% | 1% | -2% | x | 2% | -6% | 0% | -2% | x | -1%
Coupling enz | 1 | -4 | 0 | x | 0 | 5 | 2 | -4 | x | 0
Giardia kill | 3 | 0 | x | u | 9 | -4 | -9 | -16 | -9 | -12

31: Cc1ccc(NC(=O)COC(=O)CCc2c[nH]c(=O)[nH]2)cc1
32: CC1(C(=O)N2CC3(CC(c4cccc(NC(=O)CC(c5ccccc5)c5ccccc5)c4)=NO3)C[C@@H]2C(N)=O)CC1 (stereo partly drawn)
33: CC(C)(C)S(=O)(=O)c1ccc2nc3c(n2c1)CCCC3
34: COc1ccc(-c2nc3cnccn3c2NC2CCCCC2)cc1-c1cccc(Cl)c1
35: Cc1c(NC(=O)c2cccnc2C(=O)O)cccc1C(=O)O
36: Oc1ccccc1Oc1ncc(Br)c(Cl)n1
37: CCn1c(N2CCN(S(=O)(=O)c3ccccc3C(F)(F)F)CC2)nc2ccccc21
38: CC(=O)c1ccc(N2CCN(C(=O)CCC(=O)c3cccs3)CC2)cc1
assay / entry | 31 | 32 | 33 | 34 | 35 | 36 | 37 | 38
TCR act | 4% | 1% | 2% | -2% | -2%[46.1 µM] | -1% | -2% | 6%
TSHR antagonist | 0 | -4 | -9 | -6 | 6 | 3 | -10 | -10
Tb PFK inh | -13% | 2% | -9% | 15% | -2% | -4% | 3% | 3%
hERG WT inh | -2 | 4 | 6 | 2 | -8 | 21 | -2 | x
AT treatment | 9% | 35% | -1% | u | 0% | 20% | 6% | 0%
Chronic BCR inh | 0% | 5% | 1% | u | 1% | -1% | -9% | -1%
CXXC DNA block | 14% | 9% | -2% | x | 5% | u | 8% | -3%
GALK inhibitor | -1% | -3% | -2% | x | 2% | -2% | 2% | 1%
Coupling enz | 3 | -5 | -2 | x | 1 | -1 | 0 | -3
Giardia kill | 0 | 3 | 20 | 13 | 3 | -12 | 7 | -4
